RXFP1 antag: blocks the human relaxin receptor RXFP1; Q9HBX9; HEK293-RXFP1, relaxin-stimulated cAMP HTRF, 30 min; stronger effect = lower value; activity change, negative = inhibition, % at 57.5 µM; 350,000 compounds, 0.59% hits; AID 1259400;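 active means activity change of -60% or lower, but not beyond a set lower limit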; further: on the % scale 0 is the no-effect control and ±100 the full control effect
D1 antagonist: blocks dopamine activation of the human D1 receptor; HEK293 TREx D1 cells, calcium flux, dopamine EC80; stronger effect = lower value; activity change, negative = inhibition, % at 10 µM; 360,000 compounds, 3.2% hits; AID 504652; in the data active means activity change below about -30%; further: on the % scale 0 is the no-effect control and ±100 the full control effect
Target sequence (P21728 whole entry, looked up): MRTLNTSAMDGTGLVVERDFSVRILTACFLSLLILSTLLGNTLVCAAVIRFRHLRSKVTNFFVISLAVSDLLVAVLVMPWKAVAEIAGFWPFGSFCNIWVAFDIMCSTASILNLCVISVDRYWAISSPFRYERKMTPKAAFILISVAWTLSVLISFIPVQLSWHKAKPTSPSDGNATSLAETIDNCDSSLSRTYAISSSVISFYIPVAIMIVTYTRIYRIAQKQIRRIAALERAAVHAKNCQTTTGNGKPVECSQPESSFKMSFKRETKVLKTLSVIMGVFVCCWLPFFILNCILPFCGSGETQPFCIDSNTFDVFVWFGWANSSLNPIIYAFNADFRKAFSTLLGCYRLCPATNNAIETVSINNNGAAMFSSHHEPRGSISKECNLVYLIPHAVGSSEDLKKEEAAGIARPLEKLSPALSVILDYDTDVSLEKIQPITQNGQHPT
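Kinetic fluorescence of a calcium dye serves as the read-out. D1-expressing Hek293 Trex cells, induced overnight at 30 C, are exposed to compound for 180 s before an EC80 dopamine addition, then read 180 s further.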
D1 PAM: enhances dopamine response at the human D1 receptor | 360,000 compounds, 0.036% hits | P21728 | potentiation, % at 10 µM | HEK293 TREx D1 cells, calcium flux, dopamine EC20 potentiation; in the data active means potentiation above about 30%; further: 0% is about no effect
D2 antag: D2 dopamine receptor (human) antagonism; HEK293 TREx D2 cells, calcium flux, dopamine EC80; 340,000 compounds, 2% hits; P14416; inhibition, % at 10 µM; AID 485344; in the data active means inhibition above about 30%; further: 0% is about no effect
Target sequence (P14416 whole entry, looked up): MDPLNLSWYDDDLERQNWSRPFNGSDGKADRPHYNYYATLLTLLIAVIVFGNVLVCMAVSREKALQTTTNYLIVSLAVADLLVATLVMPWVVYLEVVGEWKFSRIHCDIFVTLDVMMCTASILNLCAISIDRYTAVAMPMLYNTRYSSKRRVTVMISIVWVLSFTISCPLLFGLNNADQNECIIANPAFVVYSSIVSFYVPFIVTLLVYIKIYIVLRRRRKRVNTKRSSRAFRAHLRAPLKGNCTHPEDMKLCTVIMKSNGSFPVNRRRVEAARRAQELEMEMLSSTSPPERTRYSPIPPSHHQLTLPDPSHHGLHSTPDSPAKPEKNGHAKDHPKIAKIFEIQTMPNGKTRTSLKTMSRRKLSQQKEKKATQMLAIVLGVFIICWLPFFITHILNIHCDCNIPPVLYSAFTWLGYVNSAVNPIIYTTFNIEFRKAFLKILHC
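Cells plated overnight at 30 C with tetracycline; no-wash calcium dye, 30–90 min RT; 10 s baseline; compound pinned; 180 s read; EC80 dopamine added; another 180 s read.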
D1 agonist: activates the human D1 dopamine receptor. HEK293 T-REx D1 cells, calcium flux, agonist mode. activation, % at 2 µM. 360,000 compounds, 1% hits. AID 504660; further: 0% is about no effect
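Agonism was scored from calcium flux recorded over 180 s (1 read/s) after pintool compound addition, following a 10-cycle baseline. Cells were inducible force-coupled HEK293 TREx D1, plated overnight at 30 C and loaded with no-wash calcium dye.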
TRHR enhancer: allosterically enhances the human TRH receptor | P34981 | TRHR cells, fluo-8 calcium fluorescence, EC20 TRH enhancement | enhancement, % at 2 µM | 360,000 compounds, 0.66% hits | AID 493056; in the data active means enhancement above about 30%; further: 0% is about no effect
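Enhancer read-out: after compound pinning and an initial kinetic agonist-mode read, an EC20 of TRH (10 nM final) was injected and fluo-8 calcium signal (Ex 480/Em 530) followed at 1 s/cycle for 100 cycles in TRHR-expressing cells.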
D2 ag: agonists of human D2 dopamine receptor. 340,000 compounds, 0.53% hits. activation, % at 2 µM. P14416. HEK293 T-REx D2 cells, calcium flux agonist mode;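 active means activation over 3 SD above normal in the single-dose calcium agonist read, cut at about 30% in these data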; further: 0% is about no effect
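In this primary screen, compounds producing a positive calcium signal within 180 s of addition to tetracycline-induced, force-coupled HEK293 Trex D2 cells are flagged; cells are dye-loaded with a no-wash calcium kit beforehand.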
TRHR agonist: agonists of human TRH receptor | P34981 | TRHR cells, calcium flux fluo-8, FDSS agonist mode | activation, % at 2 µM | 360,000 compounds, 0.18% hits; further: 0% is about no effect
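Fluo-8-loaded TRHR cells; 10 s baseline, compound added, kinetic Ca2+ fluorescence read 1/s, agonist mode.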
D2 potentiator: positively modulates the human D2 dopamine receptor allosterically | P14416 | potentiation, % at 10 µM | AID 485347 | 340,000 compounds, 0.34% hits | HEK293 T-REx D2, calcium flux, EC20 dopamine potentiation;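 active means potentiation over 3 SD above the plate norm, cut at about 30% in these data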; further: 0% is about no effect
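Tetracycline-induced HEK293 T-REx cells force-coupled to calcium signalling expressed D2; compounds were pin-added after a 10 s baseline, read kinetically 180 s, then an EC20 dopamine challenge followed with a further 180 s calcium read.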
The depositor's hits bear a star; / = not tested or not shown; & = joins results of further samples. Unless noted, no stated cut-off is given here; in the data, active means activation above about 30%; inactive means the rest.

Values run as follows: RXFP1 antag | D1 antagonist | D1 PAM | D2 antag | D1 agonist | TRHR enhancer | D2 ag | TRHR agonist | D2 potentiator
CCOc1ccc(C(=O)NNC(=O)CNC(=O)c2ccc(C)s2)cc1OC
    0 | 6 | / | -11 | 1 | 8 | 0.9 | 0.1 | 5
Cc1cccc(N(C(=O)Cc2cccs2)C(C(=O)NCc2ccco2)c2ccncc2)c1 (configuration not stated)
    15 | 0 | 6 | -4 | 1 | -2 | 1.4 | -0.5 | 1
O=C(c1cc(-c2ccc(O)cc2)on1)N1CCN(c2ccccc2)CC1
    -32&-8 | -4&11 | -5&0 | 3 | 6&2 | -5&7 | -0.4&-0.7 | 0.4&-2.1 | -5&4
C#CCOc1c(Br)cc(/C=C2/C(=O)ON=C2C)cc1OCC
    0 | -29 | 5 | -3 | 1 | 8 | -2.5 | -0.2 | -13
O=c1[nH]c(Nc2ccc(F)cc2)cc2ccccc12
    3 | -3 | 2 | -2 | 1 | 4 | 0.3 | 2.2 | -1
CC(=O)N1CCCc2cc(S(=O)(=O)N3CCC(C(=O)NCc4ccccc4)CC3)ccc21
    -10 | 9 | -4 | / | 1 | 0 | 0.5 | 0.6 | 5
Cc1cccc(-n2c(Cc3ccccc3)nnc2SCC(=O)N2CCOCC2)c1
    3 | 16 | 2 | -5 | 5 | 2 | 0.3 | -0.6 | 8
FC(F)(F)Oc1ccc2c(c1)NC(c1ccncc1)=NC(c1cccs1)=N2
    -36 | -11 | -1 | / | -1 | 3 | 1.2 | -0.1 | 12
O=C(Nc1ccc(N2CCOCC2)cc1)C1CCN(C(=O)OCc2ccccc2)CC1
    -2 | -7 | -1 | -5 | 3 | 3 | 0.0 | 0.1 | 5
CCC(C)NS(=O)(=O)c1ccc(OCC(=O)NCc2ccccn2)cc1 (configuration not stated)
    -7 | 10 | -1 | 4 | 1 | -8 | 0.3 | 0.0 | 18

4 of the compounds above, as labelled records:
> O=c1[nH]c(Nc2ccc(F)cc2)cc2ccccc12
  RXFP1 antag: 3; D1 antagonist: -3; D1 PAM: 2; D2 antag: -2; D1 agonist: 1; TRHR enhancer: 4; D2 ag: 0.3; TRHR agonist: 2.2; D2 potentiator: -1
> CC(=O)N1CCCc2cc(S(=O)(=O)N3CCC(C(=O)NCc4ccccc4)CC3)ccc21
  RXFP1 antag: -10; D1 antagonist: 9; D1 PAM: -4; D2 antag: /; D1 agonist: 1; TRHR enhancer: 0; D2 ag: 0.5; TRHR agonist: 0.6; D2 potentiator: 5
> Cc1cccc(-n2c(Cc3ccccc3)nnc2SCC(=O)N2CCOCC2)c1
  RXFP1 antag: 3; D1 antagonist: 16; D1 PAM: 2; D2 antag: -5; D1 agonist: 5; TRHR enhancer: 2; D2 ag: 0.3; TRHR agonist: -0.6; D2 potentiator: 8
> FC(F)(F)Oc1ccc2c(c1)NC(c1ccncc1)=NC(c1cccs1)=N2
  RXFP1 antag: -36; D1 antagonist: -11; D1 PAM: -1; D2 antag: /; D1 agonist: -1; TRHR enhancer: 3; D2 ag: 1.2; TRHR agonist: -0.1; D2 potentiator: 12

The results go on.
Values run as follows: RXFP1 antag | D1 antagonist | D1 PAM | D2 antag | D1 agonist | TRHR enhancer | D2 ag | TRHR agonist | D2 potentiator
COc1ccc(C(=O)NCCc2sc(-c3cccc(F)c3)nc2C)cc1
    -10 | 0 | 1 | / | 1 | -3 | / | -0.7 | 17
C#CCn1c(=NC(=O)c2cccs2)sc2cccc(OCC)c21
    -1 | -12 | -9 | -13 | -2 | -5 | 1.0 | 0.7 | 8
CN(C)c1ccc([C@@H]2[C@@H]([N+](=O)[O-])[C@H]3C=Cc4ccccc4N3[C@H]2C(=O)c2ccc(Cl)cc2)cc1
    -10 | -4 | -2 | -12 | 13 | -6 | 1.6 | 5.5 | 4
CCOC(=O)CC(=O)CSc1nc2c(c(C)c1C#N)CCC2
    / | 10 | 0 | 7 | 14 | 0 | 1.9 | 1.1 | 5
COc1ccc(CN(CCN)C2CC(C)N(C)CC2C)cc1 (configuration not stated)
    5 | -7 | -7 | / | 2 | -4 | / | 0.5 | /
CC(C)(C(N)=O)N1CCN(c2ncc(C(F)(F)F)cc2Cl)CC1
    -8 | 7 | 1 | -2 | 11 | -2 | -0.9 | -0.1 | -7
CCN(CC(=O)Nc1ccc2c(c1)OCCO2)Cc1nc2cc(Cl)ccc2c(=O)[nH]1
    -1 | 1 | -2 | -11 | 0 | -1 | 0.2 | -0.4 | -7
Cc1c(Cl)cccc1-n1ncc(C(=O)N2CCOCC2)c1C1CCN(C(=O)OC(C)(C)C)CC1
    -2 | -17 | 5 | / | 0 | 16 | 0.9 | 1.4 | 4
COc1ccc2cc3c(N)c(C(=O)N4CCCC4)sc3nc2c1
    -8 | -3 | 5 | -11 | 2 | 4 | 1.5 | 0.1 | 24
O=C(COc1ccccc1[N+](=O)[O-])N(Cc1cccc(Br)c1)C1CCS(=O)(=O)C1 (configuration not stated)
    -6 | -2 | -13 | 6 | 2 | 6 | 1.6 | 0.4 | 8
Cc1csc(NC(=O)C2CCN(C(=O)c3ccccc3C)CC2)n1
    -21 | 6 | -11 | 6 | 5 | -2 | 0.0 | 0.3 | -6
Cc1ccn2c(-c3n[nH]c(=S)n3Cc3ccccc3)c(C)nc2c1
    -10 | -14 | -2 | 2 | 3 | 2 | -1.7 | 0.2 | -5
COc1ccccc1Cn1nnc2c(=O)[nH]c(C3CCN(C(=O)c4ccc(C)cc4)CC3)nc21
    5 | 26 | -4 | -19 | 3 | -3 | 0.2 | -0.3 | -7
O=C(CSCc1ccccc1)N/N=C/c1ccc(OCC(=O)N2CCCCC2)cc1
    4 | -6 | 0 | 7 | 10 | 2 | -3.3 | -0.1 | 0
Oc1cc2c(cc1O)CN(C(=S)NCCc1ccc(Cl)cc1)CCC2
    / | -90* | -6 | 5 | 2 | 2 | -0.8 | -0.8 | 11
O=C(C1CCCO1)N(Cc1ccccc1)c1ccccc1 (configuration not stated)
    12 | 8 | 6 | -1 | 0 | -1 | 0.9 | 0.7 | -5
CO/N=C(/CS(=O)(=O)c1ccc(Br)cc1)c1ccc(OC)cc1
    -16 | -9 | -4 | -12 | 0 | -1 | 0.3 | -1.7 | 0
CCOc1ccc(C(=O)NC(=S)Nc2ccc(N3CCCCC3)cc2)cc1[N+](=O)[O-]
    5 | 10 | 3 | -5 | 3 | 3 | 1.1 | 0.0 | 7
C=CCNC(=O)c1ccc(CNS(=O)(=O)c2ccc(NC(C)=O)cc2)cc1
    -10 | / | -3 | 8 | -2 | 6 | 0.8 | 0.6 | -7
O=C(c1ccccc1)c1c[nH]c(C(=O)NNc2cccc(Cl)n2)c1
    -18 | 6 | -2 | 2 | 1 | 0 | 0.1 | -0.4 | 1
Cc1cc(C)cc(Nc2cc(C(=O)NCCCN(Cc3ccccc3)C(C)C)c3ccccc3n2)c1
    -9 | 3 | -7 | / | 4 | 5 | -0.5 | 0.7 | 16
NS(=O)(=O)c1cccc(NC(=O)CC23CC4CC(C2)CC(CC(=O)Nc2cccc(S(N)(=O)=O)c2)(C4)C3)c1
    13 | 0 | -6 | -24 | 1 | 11 | 0.0 | -0.9 | 11
CCC(=O)Nc1c(C#N)c2nc3ccccc3nc2n1C1CCCCC1
    -2 | 7 | 5 | 9 | 3 | 2 | 2.4 | -0.2 | 14
S=c1[nH]nc(-c2cccs2)n1/N=C/c1cn(-c2ccccc2)nc1-c1cccs1
    -83* | 3 | 2 | 6 | 1 | -12 | -0.5 | 0.2 | -9
CCN1CCN(c2ccc(S(=O)(=O)N3CCCCC3)cc2NC(=O)c2ccccc2)CC1
    -22 | 15 | 7 | -6 | 2 | -1 | -0.2 | 0.1 | 8
CC(C)(C(N)=O)c1ccccc1
    -11 | -3 | 0 | -12 | 6 | -5 | -0.6 | 0.2 | -7
COc1ccccc1N1CCN(C(=O)c2cnc(N3CCCCC3)c3ccccc23)CC1
    -7 | 24 | -2 | / | 1 | -2 | -0.1 | -0.4 | 9
CCOC(=O)C1CCCN(C(=O)/C=C/c2ccccc2[N+](=O)[O-])C1 (configuration not stated)
    11 | -10 | -4 | / | 3 | 4 | / | -0.9 | /
CS(=O)(=O)Cc1ccc(C(=O)NCC2(N3CCCCC3)CCCCC2)cc1
    0 | -16 | 6 | -8 | 5 | 11 | 0.8 | -0.2 | 13
COc1ccc(Cc2nnc(SCc3nc4ccccc4c(=O)[nH]3)n2C)cc1
    -3 | 17 | 2 | -32 | 1 | -1 | 1.2 | -0.1 | 5
COc1ccc(C)cc1NC(=O)NNC(=O)C(C)Oc1ccc([N+](=O)[O-])cc1 (configuration not stated)
    3 | -9 | -5 | / | 4 | -4 | / | -1.0 | /
CC(C)C1Oc2ccccc2N(CC(=O)NCCCN2C(C)CCCC2C)C1=O (configuration not stated)
    -5 | 11 | 0 | -9 | 0 | 16 | -0.8 | 0.2 | -24
Cc1nc2ccc(S(=O)(=O)NCC(=O)Nc3ccc(F)cc3F)cc2s1
    -13 | 1 | -3 | / | 7 | -2 | -1.0 | -0.9 | 11
CCCCOC(=O)Nc1nnc(COc2ccccc2)s1
    -2 | 5 | -6 | / | 2 | 13 | / | -0.5 | /
CCOC(=O)CSc1nnc(CSc2nc(C)cc(C)n2)n1Cc1ccco1
    10 | -12 | -6 | -6 | 1 | 2 | 0.0 | -0.9 | -3
CN(CC(=O)Nc1cccc(F)c1)C(=O)c1ccncc1
    0 | 1 | -7 | -19 | 4 | 2 | -0.5 | -1.1 | -4
COc1ccccc1NC(=O)c1cc(-c2ccc(C)o2)nc2ccccc12
    -1 | 1 | / | -15 | 3 | -1 | -1.5 | -0.8 | -3
COC(=O)c1c(NC(=O)c2ccco2)sc2c1CCN(C(C)C)C2
    -6 | -17 | 0 | / | 33* | -4 | / | 22 | /
Cc1ccc(S(=O)(=O)[N-]c2nc3ccccc3nc2-n2cc[n+](CCC(C)C)c2)cc1
    -7 | -5 | -5 | -7 | 2 | 9 | -0.9 | -0.4 | 8

High-throughput results (PubChem)
